# PPARg SRC3 recr: PPARgamma agonists recruiting SRC-3 coactivator, primary screen, biochemical; Peroxisome proliferator-activated receptor gamma (Homo sapiens), P37231; biochemical PPARgamma/SRC-3 coactivator recruitment assay; activation, % at 8 µM; actives 0.26% (n = 200,000); in the data active = activation above about 23%;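 also: 0% = DMSO and 100% = reference agonist; some compounds past the cut are filed as inactive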
# Target sequence (P37231 whole entry, looked up): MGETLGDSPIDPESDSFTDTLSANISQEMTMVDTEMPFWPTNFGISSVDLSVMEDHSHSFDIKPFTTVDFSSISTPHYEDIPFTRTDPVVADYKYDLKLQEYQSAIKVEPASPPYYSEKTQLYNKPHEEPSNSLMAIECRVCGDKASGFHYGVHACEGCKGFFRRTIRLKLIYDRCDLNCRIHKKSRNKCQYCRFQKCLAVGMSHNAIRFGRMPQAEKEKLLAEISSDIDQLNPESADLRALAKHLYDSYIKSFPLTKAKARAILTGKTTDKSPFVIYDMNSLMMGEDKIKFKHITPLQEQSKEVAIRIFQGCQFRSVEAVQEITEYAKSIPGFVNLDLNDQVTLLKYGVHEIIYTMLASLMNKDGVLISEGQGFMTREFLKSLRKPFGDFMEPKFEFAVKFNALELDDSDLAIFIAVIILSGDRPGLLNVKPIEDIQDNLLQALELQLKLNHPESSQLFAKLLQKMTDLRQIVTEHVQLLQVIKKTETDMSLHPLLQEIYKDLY
# L major viab: Leishmania major promastigote growth inhibition, primary screen | actives 9% (n = 200,000) | Leishmania major promastigotes, resazurin fluorescence viability | inhibition, % at 10 µM | AID 1063, 2008; in the data active = inhibition above about 50%;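 also: promastigotes grown with compound for 44 hours at 28 °C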
# ROMK mod: ROMK potassium channel modulators, primary screen, cell-based, thallium flux, MLSMR library; ATP-sensitive inward rectifier potassium channel 1 (Homo sapiens), P48048; Tet-inducible ROMK, thallium flux fluorescence; actives lie on both sides; B-score at 10 µM; actives 2% (n = 130,000); AID 1918, 2009;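 active = signal ratio slope over the read window, or its plate-corrected B-score, at least 3 SD from the plate mean, either direction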;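 also: B-score of the F/F0 ratio slope over 7 to 12 s after thallium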
# Target sequence (P48048 whole entry, looked up): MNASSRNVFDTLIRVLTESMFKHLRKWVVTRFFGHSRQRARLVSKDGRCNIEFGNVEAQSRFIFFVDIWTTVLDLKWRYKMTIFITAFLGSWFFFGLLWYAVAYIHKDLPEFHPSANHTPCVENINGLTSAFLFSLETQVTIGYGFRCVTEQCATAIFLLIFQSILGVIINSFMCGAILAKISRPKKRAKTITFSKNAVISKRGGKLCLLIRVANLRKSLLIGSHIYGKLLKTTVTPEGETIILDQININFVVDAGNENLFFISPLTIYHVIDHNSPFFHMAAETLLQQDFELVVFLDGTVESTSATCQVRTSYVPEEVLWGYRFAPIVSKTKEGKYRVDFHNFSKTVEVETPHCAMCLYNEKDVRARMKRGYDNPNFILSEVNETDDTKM
# RAM inhibit: inhibitors of the yeast RAM network, primary screen, dse1pr::URA3 reporter, 5-FOA selection. S. cerevisiae dse1pr::URA3 reporter, 5-FOA growth OD615, 2 d; analog-sensitive cbk1-as2 kinase mutant strain. inhibition, % at 50 µM. actives 1.8% (n = 190,000);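 active = inhibition above a set limit, 3 SD over mean compound inhibition, cut at about 8.4% in these data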;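 also: 0% = DMSO-only wells with no growth and 100% = 10 µM 1-NA-PP1 full growth; inhibition rescues growth on 5-FOA so higher OD means more RAM inhibition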
# DTT redox prof: compounds producing H2O2 with reducing agent – biochemical, NIH compound library profiling, artefact control for MLSCN library redox annotation, primary screen | activation, % at 10 µM | AID 878, 2007 | actives 0.03% (n = 200,000) | DTT-dependent redox cycling H2O2, phenol red/HRP absorbance; 100% = 100 µM peroxide control, 0% = buffer;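 active = activation of at least 50% relative to the plate's high and low controls in the primary single-dose screen; inactive = activation below 50%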;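 also: compound incubated with DTT at 0.8 mM final as the reducing agent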
# PPARg SRC2 recr: agonists of PPARg-SRC-2 recruitment, primary screen, biochemical, HTS | PPARgamma LBD-SRC-2 recruitment | activation, % at 8 µM | actives 0.34% (n = 200,000) | AID 1032, 2008; in the data active = activation above about 22%;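 also: 0% = vehicle and 100% = reference agonist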
# TR-FRET SRC-2 ct: TR-FRET signal artefacts, primary screen, artefact control for PPARgamma SRC-2 agonist project, biochemical; TR-FRET ratio at 8 µM; TR-FRET artefact counter-screen; active compounds read high; actives 0.4% (n = 200,000); in the data active = TR-FRET ratio above about 2000; also: inactives centre near 1500
# PPARg SRC-1 ag: PPARgamma agonists recruiting SRC-1 coactivator, primary screen, biochemical | PPARgamma-SRC-1 coactivator recruitment biochemical assay | activation, % at 8 µM | actives 0.41% (n = 200,000) | AID 631, 2007; in the data active = activation above about 19%;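 also: 0% = DMSO and 100% = reference agonist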
# S1P3 antag: S1P3 receptor antagonists, primary screen, cell-based; Sphingosine 1-phosphate receptor 3 (Homo sapiens), Q99500; CHO S1P3 NFAT-BLA reporter, FRET fluorescence, antagonist mode; inhibition, % at 4.98 µM; actives 0.27% (n = 170,000);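 active = inhibition above the plate cutoff, the mean inhibition of test wells on that plate plus 3 SD, cut at about 28% in these data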;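 also: cells challenged with S1P at its EC80 of 0.8 µM; blue over green emission ratio from cleaved BLA substrate after 4 h stimulation; 0% = S1P-stimulated wells and 100% = unstimulated DMSO-only wells; some compounds past the cut are filed as inactive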
# bIAP inh: bovine intestinal alkaline phosphatase inhibitors, primary screen, selectivity assay for TNAP inhibitor project, biochemical, bovine IAP, CDP-star luminescence; 190,000 tested, under 10 active; AID 1019, 2008; purified bovine IAP, 30 min; inhibition, % at 20 µM;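 active = over 50% inhibition of intestinal alkaline phosphatase at 20 µM in the single-dose screen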
#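 Assay system: bovine IAP enzyme; medium: DEA buffer 100 mM, pH 9.8, with MgCl2 1.0 mM, ZnCl2 0.02 mM; doses: 20 µM single dose; incubation: enzyme reaction for 30 min at room temperature; detection: CDP-star luminescence signal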
# Efa HMGR inh: inhibitors of E. faecalis class II HMGR, primary screen, biochemical, Enterococcus faecalis. HMG-CoA reductase (Enterococcus faecalis, mvaE). purified E. faecalis HMGR, NADPH absorbance 340 nm kinetic. inhibition, % at 10 µM. actives 0.41% (n = 190,000). AID 1066, 2008;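 active = inhibition above a set limit, the median over all tested compounds plus 3 SD, cut at about 9.5% in these data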;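 also: enzyme runs in reverse so mevalonate oxidation gives rising NADPH absorbance; 0% = complete reaction with DMSO and 100% = background rate lacking mevalonate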
# * hit, by the source's call; . = not tested or not shown.
# Values in the order – PPARg SRC3 recr, L major viab, ROMK mod, RAM inhibit, DTT redox prof, PPARg SRC2 recr, TR-FRET SRC-2 ct, PPARg SRC-1 ag, S1P3 antag, bIAP inh, Efa HMGR inh
OC(COc1ccccc1CNCc1cccnc1)CN1CCc2ccccc2C1 (stereo not drawn)
  0, 9, -0.69, 0.9, -0.4, 4, 1530, -1, -12, 1, -4
Cc1ccc(Nc2nc(C)cc(C)c2C(N)=O)cc1
  -1, 3, ., 0.7, 2.4, -2, 1452, -1, ., 7, 0
Cc1oc2cc(O)cc(O)c2c(=O)c1-c1ccc2c(c1)OCCCO2
  -8, 0, -0.92, 0.5, -0.6, 5, 1500, -8, 2, 10, -9
CCOC(=O)C(C)NC(=O)C(NC(=O)C1CCC(CC)CC1)C(C)C (stereo not drawn)
  1, 2, ., -0.5, -2.9, 4, 1683, 5, ., -6, 0
CCOC(=O)c1cccc(NC(=O)CCc2c(C)nc3ncnn3c2C)c1
  13, -1, 0.52, -0.1, 0.5, 2, 1497, 6, -8, -2, -5
COc1ccc(-c2ccc(/C=C3/C(=N)N4C(C)=CSC4=NC3=O)o2)c([N+](=O)[O-])c1
  -1, 0, 0.0064, 2.4, 0.1, 4, 1406, -8, 3, 12, 1
Cc1nc2c(nnn2Cc2ccccc2)c(=O)n1-c1ccccc1
  -6, -3, 0.92, 1.6, 0.2, 5, 1729, 4, -12, 2, -4
S=C(NCc1cccs1)Nc1ccc(Cl)cc1
  -7, 10, ., -0.7, 2.4, -3, 1497, -5, ., 30, -3
CCOC(=O)C1(Cc2ccccc2)CCCN(Cc2ccccn2)C1 (stereo not drawn)
  8, -3, -0.37, -0.5, -0.7, 3, 1286, 1, -14, -15, -4
CCOc1ccc(C(=O)NCc2cccs2)cc1
  -4, -6, -0.11, -0.1, 0.9, 5, 1450, 7, -20, 18, -2
CC(=O)O/N=C/c1c(C)c(C=O)n2ccccc12
  -6, -5, 0.35, 1.5, -1.9, 0, 1382, -2, 1, -9, 3
CCOC(=O)Cc1c(C)nc2c(-c3ccccc3)c(C)[nH]n2c1=O
  -9, 5, ., 2.1, -0.4, -3, 1479, -1, ., 10, -10
O=C(NCc1cccs1)C1CCC(CNS(=O)(=O)c2cccc3nsnc23)CC1 (stereo not drawn)
  -1, -7, ., 4.2, -1.2, 0, 1819, -3, ., -2, -2
Cc1cccc(C(=O)Nc2cccc(-c3ccc4nncn4n3)c2)c1
  1, 0, -0.76, 2.4, 0.0, 3, 1512, 0, -6, 9, -1
C=CCC(Nc1ccccc1)C12C=CC(O1)C(C(=O)OC)=C2C(=O)OC (stereo not drawn)
  9, 3, 1.1, 1.5, 0.1, 10, 1511, 6, ., 16, -1
CSCC(=O)N1CCCC(C(=O)c2cc(F)ccc2F)C1 (stereo not drawn)
  -4, -4, 0.49, 0.4, 0.6, -2, 1608, -8, -12, -14, -5
Cc1ccc2c(c1)OC(=O)CC2c1ccccc1 (stereo not drawn)
  5, -1, -0.47, -0.5, 0.0, -2, 1527, 4, ., 0, -5
CCOCCCn1cnc2c(c1=O)c1nc3ccccc3nc1n2-c1ccccc1
  -1, 7, ., 3.5, 1.8, 2, 1383, 2, -30, 6, -5
CC1(C)CN(c2cccc(Br)c2)C1=O
  -2, 3, 2.1*, 0.0, -1.1, -7, 1456, -1, -14, 2, 0
COc1ccccc1N1CCN(/N=C/c2cc(OC)c(O)c(OC)c2)CC1
  5, 39, -0.28, -0.7, -1.3, 4, 1670, 8, -1, 4, 1
Nc1nnc(SCc2coc(-c3ccc(Cl)cc3)n2)s1
  0, -6, -0.48, 1.1, 1.2, 3, 1665, 1, -14, 12, 0
Cc1nc2sc3c(NCc4ccco4)ncnc3c2c2c1COC(C)(C)C2
  9, 6, -0.44, 4.0, 0.6, 2, 1628, 12, ., -5, -6
Cc1cc(C)c2c(CN3CCN(CCO)CC3)cc(=O)oc2c1
  2, -3, 0.02, 1.6, 2.5, -2, 1565, -7, -1, -3, .
COc1ccc(/C(N)=N/OC(=O)CCCN2C(=O)c3ccccc3C2=O)cc1OC
  8, -7, 0.79, 0.8, -0.6, 4, 1434, -1, 9, -9, -4
CC(=O)c1ccc(OCC(O)CN2CCCC(C)C2)cc1 (stereo not drawn)
  -5, 43, ., 0.0, -1.1, -4, 1418, 6, 1, 13, 3
Cc1ccc(NC(CNS(=O)(=O)c2ccc(Cl)cc2)c2ccccc2)cc1 (stereo not drawn)
  2, 53*, ., 2.1, 2.0, -9, 1453, -7, ., 12, -5
O=C(O/N=C(\c1ccccc1)c1ccccn1)c1cccc2ccccc12
  1, 22, ., 3.7, -0.4, 1, 1612, 8, 9, -4, -5
COc1ccc(Br)cc1C1CC(=O)N2CN(Cc3ccccc3)CSC2=C1C#N (stereo not drawn)
  17, 2, ., 3.8, -1.3, 16, 1765, 18, -19, 6, -2
Cc1cc(C)c(S(=O)(=O)Nc2ccc3[nH]c(=O)[nH]c3c2)c(C)c1
  7, 18, 0.33, 0.6, -3.0, 5, 1779, 22*, -18, 2, -4
Clc1ccc(OCCCc2nc(-c3ccncc3)no2)c(Cl)c1
  5, 34, ., -2.1, 2.0, -7, 1645, 8, ., 2, -8
CC/C(=N\O)c1c(O)c2c(n(-c3ccccc3)c1=O)CCCC2
  4, -7, 0.34, 2.2, -0.3, 6, 1482, 0, -50, 6, -1
Fc1cccc(/C=N/N=C/c2cccc(F)c2)c1
  -1, -3, 0.56, 2.4, -2.6, 3, 1644, 4, 16, -2, -7
O=C(COC(=O)c1ccc(Cl)cc1O)Nc1cccnc1Cl
  1, -8, ., 4.5, -0.3, 8, 1533, 6, 1, 8, -14
CC(C)OCCCNC(=O)c1ccncc1
  4, -6, ., 2.3, -2.7, 5, 1515, -1, -7, 4, -5
Cc1ccc(C(=O)N/C(=C\c2cccs2)C(=O)NCCc2ccccn2)cc1C
  4, 17, ., -0.2, -0.3, 8, 1610, 6, 6, 2, 4
COc1cccc(CN2CCN(CCc3ccccc3)C(CCO)C2)c1OC (stereo not drawn)
  -1, 20, -0.96, 0.8, -0.6, 4, 1601, 4, 0, -11, -8
COc1ccccc1-n1c(SCC(=O)Nc2cc(C)on2)nc2c(c1=O)SCC2
  -1, 4, 0.029, 0.8, 7.1, 4, 1645, -1, -15, 6, 0
COC(=O)C(CCSC)NC(=O)c1cc2c(n(-c3ccccc3)c1=O)CC(C)(C)CC2=O (stereo not drawn)
  5, 84*, ., 7.0, -0.9, 7, 1601, 5, -12, 2, 0
CCOC(=O)c1ccc(N2CCN(c3ccccc3F)CC2)c(NC(=O)Nc2cccc(OC)c2)c1
  4, 28, -0.67, 5.0, 1.2, 3, 1612, 5, -7, -20, 2
COc1cc(OC)nc(Oc2ccccc2C(=O)Oc2ccc(Cl)cc2)n1
  8, 5, ., 7.1, 21, 7, 1416, 3, ., 7, -3
O=S(=O)(c1ccc(OCC(O)CN2CCC(Cc3ccccc3)CC2)cc1)N1CCOCC1 (stereo not drawn)
  6, 100*, ., 1.9, 2.1, 4, 1558, 12, -1, -59, -1
COc1ccc(Cl)cc1N1CC(c2nc3ccccc3[nH]2)CC1=O (stereo not drawn)
  6, -1, ., 1.5, -0.1, 0, 1526, 0, 11, 7, -4
CC(C)(C)C(O)(CC#CCN1CCCC1)c1ccccc1 (stereo not drawn)
  -1, 69*, -0.57, 0.4, -0.1, 0, 1513, -2, -13, 4, -1
CCOC(=O)c1cnn(Cc2ccc(C)cc2)c1N
  5, -10, 1.5, 0.8, -1.1, 7, 1509, 2, -11, -6, -3
O=C(O)c1ccc(/C=N/NC(=O)c2cc(-c3ccc4c5c(cccc35)CC4)n[nH]2)cc1
  0, 13, ., 2.1, -0.2, -5, 1465, 2, -2, -18, -5
CC1CCc2cc(F)ccc2N1C(=O)CSc1nnc2c(n1)[nH]c1ccccc12 (stereo not drawn)
  4, 36, ., 6.1, 1.3, -7, 1530, 8, -6, -10, -5
CCOc1ccc(/C=N/NC(=O)c2[nH]ncc2Br)c(O)c1
  3, 99*, 0.072, 0.9, -0.7, 0, 1664, 6, 15, -39, 2
CC(=O)NC(CCCCNC(=S)NC1CCCCC1)C(=O)O (stereo not drawn)
  -3, 1, 0.74, 0.4, -0.2, 1, 1360, 1, -8, 11, -2
Cc1ccccc1NC(=S)NC1(C)CCS(=O)(=O)C1 (stereo not drawn)
  1, 54*, -0.079, 0.9, 0.3, -5, 1658, 0, -4, 6, -5
Cc1cc(NC(=O)CN2C(=O)NC(C)(CCc3ccccc3)C2=O)no1 (stereo not drawn)
  -1, 2, -0.51, 0.0, -1.1, -1, 1445, 0, 13, -12, -1
Cc1cc(SCC(=O)OCC(=O)c2c(N)n(C)c(=O)n(C)c2=O)c(C)cc1Br
  -2, 11, -0.5, 5.8, -1.4, -1, 1434, 1, 5, 13, -1
CS(=O)(=O)N1CCN(c2ccnc3cc(Cl)ccc23)CC1
  -1, -3, -0.84, 1.7, 0.3, 0, 1505, -3, -1, 1, 3
CCc1cccc(CC)c1NC(=O)COC(=O)CC1c2ccccc2CCN1S(=O)(=O)c1ccccc1 (stereo not drawn)
  7, 13, ., 4.2, 0.2, -7, 1691, 0, -3, 21, 0
Cc1cc2ncc(C(N)=O)cn2n1
  6, -6, -0.058, 3.4, -1.1, 9, 1658, -1, -9, -1, -2
COC(=O)C1=CNC=C(C(=O)OC)C1c1ccc(Cl)cc1
  19, 23, 1, 6.0, 1.0, 10, 1584, 3, 8, -3, 5
CC(OC(=O)CN(C)S(=O)(=O)c1ccc(Cl)cc1)C(=O)Nc1ncc(Cl)cc1Cl (stereo not drawn)
  -11, 1, ., 5.3, -4.3, -2, 1403, -18, ., 8, 1
CCC(C)Cn1c(S(=O)(=O)O)nc2ccccc21 (stereo not drawn)
  1, 19, 0.052, 2.3, 0.9, 15, 1588, -4, -20, 46, -8
CCOC(=O)c1ccc(N2C(=O)c3n[nH]c(C)c3C2c2ccc(OC)cc2OC)cc1 (stereo not drawn)
  -9, 25, -0.21, 6.9, 2.1, -14, 1286, -6, 0, 4, -2
CCC(=O)Nc1nc(=S)ss1
  -9, -3, 1.4, -0.1, 0.2, 0, 1400, -4, ., -2, -5
O=C(NCCCN1CCN(Cc2ccccc2)CC1)c1nnc(Cc2c(F)cccc2Cl)o1
  -9, 10, ., 0.4, 0.8, 0, 1613, 8, -20, 1, -2
COc1ccc(-c2ncc(CN3CCC(CO)(Cc4cccc(OC)c4)CC3)cn2)cc1
  -3, 6, -0.57, -0.6, -3.6, 6, 1629, 5, -6, 14, -1

# Hits appear at their usual frequency. About 13% of those tested had a hit in this group.
